Plk1 PBD FP = Plk1 (human) PBD binding inhibition | Plk1 PBD phosphopeptide binding, fluorescence polarization | inhibition, %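 (tested at about 20 µM)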 | P53350 | 0.13% of 97,000 active; in the data active = inhibition above about 34%, passing the limit was not always enough
FAK inh = inhibitors of human focal adhesion kinase; Q05397; biochemical FAK kinase activity assay; inhibition, %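 (tested at 7 µM)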; 0.84% of 97,000 active; in the data active = inhibition above about 19%;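 note: 0% = DMSO and 100% = reference compound high control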
ERa SRC1 inh = ER-alpha (human) coactivator binding inhibition | inhibition, % at 25.6 µM | TR-FRET ER-alpha LBD / SRC-1 peptide, estradiol-bound | 1.7% of 86,000 active | P03372 | AID 629; in the data active = inhibition above about 50%;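 note: 0% = receptor plus peptide control and 100% = peptide only without receptor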
Target sequence (P03372 whole entry, looked up, the tested form may be a part): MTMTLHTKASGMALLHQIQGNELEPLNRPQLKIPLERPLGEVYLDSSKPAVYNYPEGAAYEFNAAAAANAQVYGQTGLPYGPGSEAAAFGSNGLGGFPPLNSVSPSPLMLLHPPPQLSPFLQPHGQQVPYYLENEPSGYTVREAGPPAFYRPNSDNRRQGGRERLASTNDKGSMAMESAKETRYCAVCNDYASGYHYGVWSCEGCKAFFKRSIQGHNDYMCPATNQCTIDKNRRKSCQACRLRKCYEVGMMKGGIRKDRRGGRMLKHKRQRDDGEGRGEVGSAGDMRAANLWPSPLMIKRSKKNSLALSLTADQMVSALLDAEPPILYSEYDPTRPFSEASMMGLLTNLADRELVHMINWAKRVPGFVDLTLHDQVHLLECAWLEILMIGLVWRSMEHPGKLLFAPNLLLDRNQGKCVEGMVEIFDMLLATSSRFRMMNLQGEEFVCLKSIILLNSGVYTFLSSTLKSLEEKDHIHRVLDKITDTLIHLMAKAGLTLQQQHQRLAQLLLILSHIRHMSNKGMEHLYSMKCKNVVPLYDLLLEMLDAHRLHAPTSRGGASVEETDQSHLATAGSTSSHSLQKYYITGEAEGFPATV
ERa coact pot = ER-alpha (human) coactivator binding potentiation | P03372 | TR-FRET ERalpha-LBD/SRC-Cy5 coactivator binding, 2 h; 100 = basal binding, no effect | coactivator binding (% of control), % at 25.6 µM | 1.3% of 86,000 active; in the data active = activity above about 200%;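 note: binding measured in presence of low estradiol as agonist stimulus; 0% = peptide alone without receptor and 100% = receptor with peptide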
CD11b adhes inh = inhibitors of human CD11b/CD18 binding to fibrinogen | K562 CD11b/CD18 adhesion to fibrinogen, ATPlite luminescence; Mn2+ added to activate the integrin | inhibition, % at 10 µM | 0.54% of 93,000 active | AID 1497;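 active = primary inhibition of 50% or more at 10 µM, then 40% or more on retest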; note: some results filed as inactive read as strong as hits
Rev-RRE block = inhibitors of HIV-1 Rev-RRE RNA interaction. P05866. Rev peptide-RRE RNA binding, FRET. inhibition, % at 8 µM. 0.79% of 97,000 active. AID 704;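 active = inhibition above the screen-wide mean plus 3 SD, cut at about 35% in these data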;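 note: 0% = median DMSO wells and 100% = median Neomycin B control wells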
Target sequence (P05866 whole entry, looked up): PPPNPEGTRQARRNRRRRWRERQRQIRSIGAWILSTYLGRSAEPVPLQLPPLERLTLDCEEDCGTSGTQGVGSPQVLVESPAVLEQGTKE
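Material: labelled RRE RNA duplex and labelled Rev peptide / Buffer or medium: HEPES pH 7.5 salt buffer with EDTA / Compound dosing: single point, 8 µM final nominal compound concentration / Benchmarks: DMSO low control, neomycin B high control / Timing: 5 min preincubation and 15 min binding, 25 °C / Technique: FRET fluorescence readout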
PLK1 kinase inh = PLK1 (human) kinase inhibition; inhibition, % at 10 µM; recombinant PLK1 kinase, TR-FRET peptide phosphorylation; 0.53% of 97,000 active;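 active = inhibition of 50% or more in the single-concentration screen; inactive = inhibition below 50%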;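 note: 0% = DMSO max control and 100% = H-89 dihydrochloride min control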
ERb coact inh = blocks coactivator binding to human estrogen receptor beta | Q92731 | TR-FRET ER-beta LBD / SRC1-Cy5 peptide binding; receptor agonist-loaded with 1 µM estradiol | inhibition, % at 25.6 µM | 1.3% of 86,000 active;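 active = compounds whose percent inhibition of the receptor-coactivator binding signal exceeds about 50% in the single-dose screen, limit read from the data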;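 note: 0% = receptor plus peptide wells without compound and 100% = peptide-only wells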
CD11b adhes enh = enhancers of human CD11b/CD18 binding to fibrinogen. K562 CD11b/CD18 adhesion to fibrinogen, ATPlite luminescence. P05107+P11215. activation, % at 10 µM. 0.07% of 93,000 active;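 active = 10 µM primary screen giving 50% or more activity, confirmed by 40% or more on retest at that dose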; note: strong numbers were not always called active
Active calls of the source: *; . = not tested or not shown; [ ] = another dose, or the depositor's remark. Compounds as they come; any-hit rate near 4.7%.

nr	canonical_smiles	Rev-RRE block	Plk1 PBD FP	ERa coact pot	ERb coact inh	CD11b adhes inh	CD11b adhes enh	ERa SRC1 inh	PLK1 kinase inh	FAK inh
1	CCN=c1sc2ccccc2n1CC(O)COc1ccccc1 (stereo not drawn)	18	-18	109	-8	-1	-1	-5	-4	-1
2	O=C(CSc1nnc(-c2ccc(NS(=O)(=O)c3ccccc3)cc2)o1)NCC1CCCO1 (stereo not drawn)	6	-18	103	-23[fluorescence artefact?]	-10	2	-16	-2	-8
3	CCCCC1(C)Cc2ccccc2C(=S)N1 (stereo not drawn)	-2	-29	.	.	9	8	.	-6	5
4	c1ccc(-c2cnn3nnnc3n2)cc1	2	-11	127[fluorescence artefact?]	-1	-3	-3	-2	-9	-2
5	CCOC(=O)c1cnn(-c2nc(SC)nc3sc4c(c23)CCC4)c1N	4	19	61[fluorescence artefact?]	60*	-7	37	75*[fluorescence artefact?]	-11	7
6	CCCn1c(=O)c(C(=O)Nc2ccccc2C(=O)OCC)c(O)c2ccccc21	.	.	91[fluorescence artefact?]	-16[fluorescence artefact?]	10	0	-12[fluorescence artefact?]	.	.
7	N#Cc1c(NC(=O)Cn2nc(C(F)(F)F)c3c2CCCC3)sc2c1CCC2	12	-18	.	.	.	.	.	-7	-1
8	COc1ccc(-c2cn(-c3ccc(C)cc3)c(=O)n2CC(=O)Nc2ccc(OC)c(OC)c2)cc1	1	-18	99	10	19	0	0	6	-1
9	CC1CCCC(C)N1C(=O)Nc1cccc(Cl)c1 (stereo not drawn)	15	0	84	53*	-15	-1	22	2	-1
10	Cc1cc(C)c(S(=O)(=O)N(CC(=O)O)C2CCCCC2)c(C)c1	.	.	122	4	-3	0	-10	.	.

Additional entries follow:
nr	canonical_smiles	Rev-RRE block	Plk1 PBD FP	ERa coact pot	ERb coact inh	CD11b adhes inh	CD11b adhes enh	ERa SRC1 inh	PLK1 kinase inh	FAK inh
11	Cc1ccc(NC(=S)NCc2cccnc2)cc1	4	-9	.	.	.	.	.	-4	1
12	Cn1c(N2CCN(C(=O)C34CC5CC(CC(C5)C3)C4)CC2)nc2ccccc21	.	.	109	0	0	4	-3	.	.
13	O=C(CN1C(=O)C2CC=CCC2C1=O)NC1=NCCS1 (stereo not drawn)	4	-25	111	-1	-16	1	-1	-2	0
14	O=c1c2c3c(sc2n2cnnc2n1-c1ccccc1)N(Cc1ccccc1)CCC3	21	-46	84[fluorescence artefact?]	-3	-7	0	4	-7	3
15	O=C1Nc2ccccc2CCC1Sc1nnc(-c2ccc(Cl)cc2)s1 (stereo not drawn)	8	-13	96	15	.	.	10	-10	3
16	O=C(Nc1cccc2cccc(NC(=O)c3ccco3)c12)c1ccco1	1	5	62[fluorescence artefact?]	52*	3	11	22[fluorescence artefact?]	-16	2
17	O=C(OCC(=O)N1CCOCC1)C(c1ccccc1)c1ccccc1	3	1	138[fluorescence artefact?]	0	-8	0	16	-21	-2
18	CN=Cc1c(NC)nc2c(C)cccn2c1=O	-1	22	91	0	-5	1	-1	1	7
19	CCOC(=O)c1ccccc1NC(=O)CSc1nnnn1C1CCCCC1	13	15	96	2	9	0	13[fluorescence artefact?]	-4	-4
20	COc1cccc2c(=O)cc(C)n(CC(=O)Nc3ccccc3C)c12	3	0	110	9[fluorescence artefact?]	8	-2	-2	-35	-2

(more compounds)
nr	canonical_smiles	Rev-RRE block	Plk1 PBD FP	ERa coact pot	ERb coact inh	CD11b adhes inh	CD11b adhes enh	ERa SRC1 inh	PLK1 kinase inh	FAK inh
21	Cc1cc(C)n(Cc2ccc(NC(=O)c3nn(C)cc3[N+](=O)[O-])cc2)n1	7	20	.	.	-9	-1	.	-12	0
22	CCOc1cccc(-c2nnc(SCC(=O)Nc3cc(C)ccc3OC)n2N)c1	6	-1	105	-4	4	-2	-9	-5	-1
23	Cc1ccc(NC(=O)N2CCOCC2)c(C)c1	6	17	122	6	-21	-1	1	-29	0
24	CC(C)C(NC(=O)C1CCCCC1)C(=O)Nc1ccncc1 (stereo not drawn)	4	-6	148[fluorescence artefact?]	-6	13	-6	-6	-15	3
25	CCc1nnc2c3cnn(-c4ccccc4)c3ncn12	9	2	107	-8	.	-3	0	-4	1
26	CC(=O)n1nc(-c2ccco2)nc1SCc1ccccc1	2	-15	78	9	-6	-3	6	0	2
27	Cc1cc(C)cc(NC(=O)c2ccc(Cn3nc(C)c(Cl)c3C)o2)c1	11	-39	88	8	.	.	-3	-9	1
28	CCN(CC)CCN1C(=O)C(O)=C(C(=O)c2ccco2)C1c1ccccn1 (stereo not drawn)	8	25	94	2	-34	-6	3	-13	-1
29	Cc1ccc(CN2CCN(CC3CC4C=CC3C4)CC2)cc1 (stereo not drawn)	-5	-1	112[fluorescence artefact?]	-3	-3	-6	-4	0	0
30	CCOC(=O)C(C)Oc1ccccc1C1NC(=O)NC(C)=C1C(=O)Nc1ccc(C)c(C)c1 (stereo not drawn)	-5	-16	104	0	-28	12	-2	-6	-1

(cont.)
nr	canonical_smiles	Rev-RRE block	Plk1 PBD FP	ERa coact pot	ERb coact inh	CD11b adhes inh	CD11b adhes enh	ERa SRC1 inh	PLK1 kinase inh	FAK inh
31	CN1CCNC(=O)C1CC(=O)O (stereo not drawn)	3	14	107	2	-21	4	2	-7	0
32	O=C(c1cc2n(n1)C(C(F)(F)F)CC(c1ccco1)N2)N1CCc2ccccc2C1 (stereo not drawn)	-2	-9	95	-8	12	4	-7	-15	0
33	CCOCC(=O)Nc1ccc(F)c(F)c1	11	-9	131	1[fluorescence artefact?]	9	9	-1	-11	0
34	CCCCC(=O)N1CCCC(C(=O)OCC)C1 (stereo not drawn)	5	-18	109	1	6	-6	-2	4	0
35	Cc1ccc(-c2nnn(CC(=O)N(Cc3cccs3)C(C(=O)NC(C)(C)C)c3ccc(C)o3)n2)o1 (stereo not drawn)	3	3	122	-1	-17	0	-2	-6	-2
36	Cc1ccc(-c2nnc(SCC(=O)N3CCOCC3)nc2-c2ccc(C)cc2)cc1	7	-26	96	-9	-7	-4	-5	-2	3
37	O=C(NC1CCCC1)c1cnc2n(c1=O)CCS2	6	-16	109	-18[fluorescence artefact?]	.	.	-19	-9	0
38	O=C(c1ccc2c(c1)OCO2)N(c1ccccc1)C1C=CS(=O)(=O)C1 (stereo not drawn)	5	21	99	3	-4	-2	-5	-8	-4
39	Clc1ccc2nc3ccccn3c2c1	9	-4	87	1[fluorescence artefact?]	0	0	-64[fluorescence artefact?]	15	17
40	CCC(=O)Nc1ccc2c(c1)C(=O)N(C)C2=O	5	9	103	0	6	0	6	-12	2

Next section
nr	canonical_smiles	Rev-RRE block	Plk1 PBD FP	ERa coact pot	ERb coact inh	CD11b adhes inh	CD11b adhes enh	ERa SRC1 inh	PLK1 kinase inh	FAK inh
41	CCOC(=O)Cn1nnc2c(sc3nc4c(c(-c5ccc(Cl)cc5)c32)CCC4)c1=O	-1	-25	.	.	.	.	.	-10	4
42	CCn1nc(C)c(/C=N\NC(=O)c2ccc3c(c2)OCO3)c1C	6	-17	.	.	11	-1	.	-9	1
43	COc1ccc(Cl)cc1C(=O)NNC(=S)NC(=O)c1cc(-c2ccc(Cl)cc2)nc2ccccc12	4	3	.	.	.	.	.	-7	-10
44	CC(=O)c1c(C)[nH]c(C(=O)COC(=O)CNS(=O)(=O)c2ccccc2)c1C	9	-3	89[fluorescence artefact?]	-8	1	-2	19[fluorescence artefact?]	-7	-2
45	Cn1c(=O)oc2cc(S(=O)(=O)N3CCc4ccccc4C3)ccc21	.	8	133	-4	0	-2	-9	-14	.
46	O=C(CN1C(=O)NC2(CCCCCC2)C1=O)N1CCC(Cc2ccccc2)CC1	5	32	84	1	.	.	2	-2	-3
47	CC(=O)c1oc2ccccc2c1NC(=O)COC(=O)c1ccc(-n2nc(C)cc2C)cc1	.	.	79[fluorescence artefact?]	32	-3	5	75*[fluorescence artefact?]	.	.
48	O=C(Nc1nnc(C23CC4CC(CC(C4)C2)C3)s1)c1ccco1	11	-10	123	-14[fluorescence artefact?]	-15	6	-22	-11	-2
49	O=C1N(S(=O)(=O)c2ccccc2F)C(=O)C2(CCCC2)N1S(=O)(=O)c1ccccc1F	.	.	117	-7	1	5	-2	.	.
50	N/C(=N\OC(=O)CCc1ccccc1)c1ccc(Cl)cc1	5	18	.	.	3	-3	.	-3	-2

The listing continues:
nr	canonical_smiles	Rev-RRE block	Plk1 PBD FP	ERa coact pot	ERb coact inh	CD11b adhes inh	CD11b adhes enh	ERa SRC1 inh	PLK1 kinase inh	FAK inh
51	CCN(CC(=O)NC)S(=O)(=O)c1ccc(Br)cc1	-3	5	95	9	0	-2	6	5	-2
52	Cn1c(OCc2ccc3c(c2)OCO3)nc2c1c(=O)n(Cc1ccc(Cl)c(Cl)c1)c(=O)n2C	5	-13	.	.	.	.	.	-7	-8
53	CSCCC(NS(=O)(=O)c1ccc(Cl)cc1)C(=O)OCC(=O)NC12CC3CC(CC(C3)C1)C2 (stereo not drawn)	9	6	97	5	27	-6	11	-37	4
54	C=CCNc1nc(-c2sc(NC(=O)CC)nc2C)cs1	1	-12	119	-2	.	.	-21	-9	4
55	CC(=O)NC1C(=O)Nc2c1cccc2C(F)(F)F (stereo not drawn)	7	-4	104	-3	-11	-4	-2	-11	1
56	CCCCOC(=O)Nc1cccc(C(C)=O)c1	-3	6	117	-5	-24	0	4	3	-1
57	O=C(CCNc1cccc(Cl)c1)c1ccco1	.	.	119	-12	-5	-2	-12	.	.

Screening results as filed in PubChem BioAssay.
